Vif-A3F inh = blocks the Vif interaction with APOBEC3F; HeLa A3F-eYFP + Vif (tagged APOBEC3F with the HIV-1 protein that degrades it), YFP fluorescence increase; Potency, µM (doses to about 46.1 µM), for the others: at the highest dose activity, negative = active; actives 0.2% (n = 390,000); AID 602313; also: % of control where 0% means no effect; nearly all actives have a fitted effect of over 65% in size
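HeLa cells stably expressing A3F-eYFP plus Vif, plated and incubated overnight at 37 deg C, then exposed to compounds overnight at 37 deg C. Blocked degradation read as raised yellow fluorescence (Ex 488/Em 500-530).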
RXFP1 agonist = agonists of human relaxin receptor RXFP1 | actives 0.3% (n = 370,000) | HEK293T-RXFP1 cAMP TR-FRET, 30 min; response scale: percent of porcine relaxin response, buffer zero | Q9HBX9 | Potency, µM (titrated, usually from 57.5 µM), for inactives: top-dose activation, actives largely listed as activators | AID 2676; also: % is scaled to controls: 0 for no effect and ±100 for the full control effect; nearly all actives have a fitted effect of over 60% in size; many of its hits are not listed in these tables
Target sequence (Q9HBX9 whole entry, looked up): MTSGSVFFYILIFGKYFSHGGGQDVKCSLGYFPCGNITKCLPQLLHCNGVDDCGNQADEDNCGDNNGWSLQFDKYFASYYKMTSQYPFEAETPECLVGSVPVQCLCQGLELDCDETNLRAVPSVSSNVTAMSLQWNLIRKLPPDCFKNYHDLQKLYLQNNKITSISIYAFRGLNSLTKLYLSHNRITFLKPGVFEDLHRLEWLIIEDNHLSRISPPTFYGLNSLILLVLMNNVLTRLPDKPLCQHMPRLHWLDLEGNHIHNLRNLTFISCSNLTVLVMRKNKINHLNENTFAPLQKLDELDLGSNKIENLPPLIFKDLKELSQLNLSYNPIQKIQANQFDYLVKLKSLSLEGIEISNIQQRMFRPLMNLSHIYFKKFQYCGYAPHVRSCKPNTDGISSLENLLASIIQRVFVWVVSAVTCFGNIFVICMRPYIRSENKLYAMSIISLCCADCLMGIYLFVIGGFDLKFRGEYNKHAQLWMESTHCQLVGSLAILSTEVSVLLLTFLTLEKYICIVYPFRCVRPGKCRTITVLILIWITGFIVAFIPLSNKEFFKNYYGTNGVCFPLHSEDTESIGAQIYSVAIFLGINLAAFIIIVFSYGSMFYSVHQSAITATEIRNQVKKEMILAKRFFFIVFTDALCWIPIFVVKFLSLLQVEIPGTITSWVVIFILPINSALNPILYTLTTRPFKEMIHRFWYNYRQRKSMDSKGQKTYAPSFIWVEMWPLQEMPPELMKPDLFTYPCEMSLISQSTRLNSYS
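HEK293 cells stably expressing RXFP1, treated 30 min at 37C with compounds plus PDE4 inhibitor Ro 20174; cAMP measured by HTRF TR-FRET. Normalized to buffer and 29 nM porcine relaxin; EC50 by Hill fit.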
IDH1 R132H inh = blocks human mutant IDH1 R132H enzyme. IDH1-R132H enzyme, NADPH consumption, diaphorase/resazurin fluorescence. O75874. AID 602179. Potency, µM (top dose mostly 76.6 µM), for the others: at the top dose activity change, negative = inhibition, usual class: inhibitors. actives 0.093% (n = 390,000); also: % is scaled to controls: 0 for no effect and ±100 for the full control effect; nearly all actives have a fitted effect of over 65% in size
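IDH1-R132H (0.5 ug/mL) preincubated 30 min with compound, then NADPH (0.016 mM) and alpha-KG (2 mM) added; 80 min at RT, pH 7.5. Remaining NADPH coupled via diaphorase/resazurin to fluorescence (540/590 nm); concentration-response curves normalized to no-enzyme control.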
USP1 inh = inhibitors of human USP1/UAF1 deubiquitinase | actives 0.23% (n = 390,000) | AID 743255 | Potency, µM (series often up to 57.1 µM), for inactives: top-dose activity change, negative = inhibition, hits mostly inhibitors | recombinant USP1/UAF1, Ub-Rhodamine cleavage fluorescence; also: % is scaled to controls: 0 for no effect and ±100 for the full control effect; nearly all actives have a fitted effect of over 60% in size; inactives centre near -12
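USP1/UAF1 complex (1 nM) preincubated 15 min at room temperature with compound, then Ub-Rho substrate (150 nM final) added. Kinetic fluorescence at 480/540 nm over 6 reads at 60 s intervals; 50 mM HEPES pH 7.8, 0.5 mM EDTA, 0.1 mg/ml BSA, 1 mM TCEP, 0.01% Tween-20.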
TrxR1 substrate = is turned over as a substrate by rat TrxR1; purified TrxR1 substrate turnover, NADPH consumption readout; Potency, µM (doses to about 114 µM), without a hit: top-dose activity change, negative = substrate turnover; actives 0.01% (n = 390,000); also: % is scaled to controls: 0 for no effect and ±100 for the full control effect; nearly all actives have a fitted effect of over 50% in size
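Rat TrxR1, dispensed at 90 nM, was prereduced with 400 uM NADPH (final) for 5 min at ~22 deg C, then incubated with compound 15 min before 400 uM selenite. A first-read NADPH fluorescence drop versus no-compound background flagged substrates.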
ALOX12 inh = inhibitors of human 12S-lipoxygenase ALOX12 | purified 12hLO, xylenol orange hydroperoxide absorbance | Potency, µM (titrated, usually from 108 µM), without a hit: at the top dose activity change, negative = inhibition, actives largely listed as inhibitors | actives 1.1% (n = 580,000); also: % is scaled to controls: 0 for no effect and ±100 for the full control effect
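Purified human 12hLO at 150 nM in 25 mM Hepes, 0.01% Triton X-100, pH 7.0, preincubated 15 min at room temperature with compound. Reaction started with 40 uM arachidonic acid, 30 min at room temperature. Hydroperoxide measured by Fe-xylenol orange, 573/405 nm absorbance ratio.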
RGS4 inh = inhibitors of human regulator of G protein signaling 4; Transcreener GDP fluorescence polarization, RGS4-accelerated GTP hydrolysis; actives 0.039% (n = 390,000); Potency, µM (titrated, usually from 114 µM), inactives show at the top dose activity change, negative = inhibition, actives largely listed as inhibitors; P49798; also: % is scaled to controls: 0 for no effect and ±100 for the full control effect; nearly all actives have a fitted effect of over 75% in size; some results filed as inactive show a strong effect at the top dose
Target sequence (P49798 whole entry, looked up): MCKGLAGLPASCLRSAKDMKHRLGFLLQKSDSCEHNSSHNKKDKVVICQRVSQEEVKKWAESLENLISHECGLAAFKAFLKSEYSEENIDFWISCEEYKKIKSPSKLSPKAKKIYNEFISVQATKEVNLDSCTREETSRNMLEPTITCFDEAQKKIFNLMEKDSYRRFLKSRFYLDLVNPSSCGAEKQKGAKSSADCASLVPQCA
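MLSMR compounds (23 nl, pin-transferred) preincubated 10 min at room temperature with a 500nM (2x) first reagent, then RGS4 at 900nM (2x) plus Transcreener GDP mix added; fluorescence polarization (620/688 nm) read before and after 90 min at 30 °C.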
Vif-A3G inh = Vif-A3G binding inhibition; Q9HC16; HeLa A3G-eYFP + Vif (tagged APOBEC3G with the HIV-1 protein that degrades it), YFP fluorescence, overnight; Potency, µM (titrated, usually from 46.1 µM), inactives show at the top dose activity, negative = active, most hits filed as inhibitors; actives 0.076% (n = 410,000); AID 602310;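 also: % is scaled to controls: 0 for no effect and ±100 for the full control effect; nearly all actives have a fitted effect of over 60% in size; hits raise eYFP signal because A3G escapes Vif-driven loss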
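HeLa cells stably expressing Vif and C-terminally eYFP-tagged A3G, seeded overnight at 37 deg C, then exposed to compound by pintool overnight at 37 deg C. Rise in yellow fluorescence (Ex 488/Em 500-530, Acumen) marks blocked Vif-driven A3G degradation.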
TrxR1 inh = inhibitors of rat thioredoxin reductase 1; actives 1% (n = 390,000); recombinant rTrxR1, NADPH fluorescence consumption, selenite substrate; O89049; Potency, µM (highest dose often 114 µM), without a hit: at the top dose activity change, negative = inhibition, usual class: inhibitors; also: % is scaled to controls: 0 for no effect and ±100 for the full control effect; nearly all actives have a fitted effect of over 65% in size
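Rat TrxR1 (90 nM in the dispensed reagent) was pre-reduced with 400 uM NADPH for 5 min at room temperature, then incubated with compound for 15 min. After 400 uM selenite was added, NADPH fluorescence (Ex 340/Em 450 nm) was followed for 8 min.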
* marks the source's active call; other numbers are inactive results; u = inconclusive; x = no result given; & = joins results of further samples; [ ] = another dose, or the depositor's remark. Calls follow the shape of the dose curve; as a rule, active = well fitted curve in the direction sought with a large enough effect; inconclusive = small, poorly fitted or top-dose-only effect, or another doubt; inactive = no such curve, though single readings can be large; an effect the other way counts as inactive or inconclusive. Potency is read from the fitted curve at half-maximal effect. Not all compounds are listed (hit frequency here may not be typical).

SMILES	Vif-A3F inh	RXFP1 agonist	IDH1 R132H inh	USP1 inh	TrxR1 substrate	ALOX12 inh	RGS4 inh	Vif-A3G inh	TrxR1 inh
Cc1ccc(C2CC2c2n[nH]c(=S)n2-c2ccc(Cl)cc2)cc1 (stereo not given)	-1%	-0.1%	1%	-14%	-5%	u	-36%	1%	-13%
Cc1cc(C)n(-c2nc3c(c(=O)[nH]c(=O)n3C)n2CC(O)COc2ccccc2C)n1 (stereo not given)	-6%	3.8%	3%	-12%	-7%	-13%	38%	1%	-11%
CCOc1ccc(N)c(SSc2cc(OCC)ccc2N)c1	0%	2.2%	-33%	-22%	-13%	u	u	-24%	85%[activator][57.1 µM]
Cc1ccc(NC(=S)NCC2CCN(C(C)c3ccccc3)C2)cc1 (stereo not given)	3%	1.5%	2%	-7%	1%	u	-36%	-1%	-19%
Cc1ccc(OCC(=O)NNC(=O)C2CSC3(C)CCC(=O)N23)cc1C (stereo not given)	2%	0.5%	5%	u	4%	-5%	11%	3%	0%
COc1ccc(C(=O)NC(NC(=O)c2ccc(OC)c(OC)c2)c2ccccc2F)cc1OC	-1%	0.7%	0%	-17%	-3%[57.1 µM]	-19%	-25%	0%	-4%[57.1 µM]
CCOC(=O)C1CCN(C(=O)COc2ccc3c(c2)OCO3)CC1	-16%	1.9%	2%	-17%	-4%	-2%	-7%	4%	14%
COc1cccc(N2[C@@H](CC(=O)O)c3ccccc3S2(=O)=O)c1	-2%	x	-3%	-12%	2%&5%	12%	13%	4%&0%	-12%&-2%
CC(C)COc1ccc(-c2nnn(CC(=O)N3CCCC3)n2)cc1	-12%	-0.2%	1%	-13%	-8%	2%	16%	0%	-3%
COc1ccc(C(=O)c2c(-c3ccc(OC)cc3)oc3ccccc23)cc1	8%	2.0%	13%	-11%	8%	-2%	-20%	1%	24%[57.1 µM]
Cc1cccc(CC2SC(N)=NC2=O)c1 (stereo not given)	18%	-2.1%	7%	-20%	6%[57.1 µM]	u	-19%	1%	5%[57.1 µM]
CC(/C=N/NC(=O)c1cc(-c2ccc(C)o2)[nH]n1)=C\c1ccccc1	u	1.3%	-6%	-2%	-1%	-10%	-23%	-4%	-21%
Cn1c(CO)cnc1SCc1ccc(F)cc1	0%	1.9%	0%	-23%	2%[57.1 µM]	-7%	0%	0%	16%[57.1 µM]
CC(C)CCSc1ncnc2c1oc1nc3c(cc12)COC(C)(C)C3	-4%	3.1%	1%	-5%	-2%	19%	-9%	0%	19%
Clc1ccc(/C=N/c2c(-c3ccco3)nc3ccccn23)cc1	-5%	5.9%	1%	-19%	94%[activator]	2%	-16%	2%	u
CCCCc1nc2cc(C(=O)NCc3ccccn3)ccc2o1	-12%	0.6%	0%	0%	-12%	1%	23%	-5%	-17%
COc1ccc(N=C2SC(CC(=O)Nc3ccc(OC)cc3OC)C(=O)N2C)cc1 (stereo not given)	2%	-0.7%	10%	-11%	4%	-8%	10%	-14%	8%
CCOc1ccccc1/C=N/N1CCN(Cc2ccccc2)CC1	1%	-4.3%	8%	-2%	1%	u	3%	1%	52%
C=CCn1nc2ccccc2c1OC	-8%	-0.6%	3%	-8%	0%	-8%	1%	5%	14%
Cc1ccnc2nc(C(=O)OCC(=O)c3ccc(Cl)cc3)nn12	6%	1.7%	10%	-2%	1%	-27%	-21%	0%	1%
COc1ccc(C(=O)NNC(=O)C2(C)CC2(Br)Br)cc1 (stereo not given)	u	2.0%	0%	-15%	3%	-16%	-24%	5%	0%
CCCn1cnc2scc(-c3ccc(C)cc3)c2c1=O	-15%	2.2%	4%	-4%	-3%[57.1 µM]	1%	1%	3%	16%[57.1 µM]
CCN(CC(=O)NCc1ccc(Cl)cc1)C(=O)c1ccc2cc(OC)ccc2c1	1%	22%	0%	-17%	9%	-1%	6%	0%	17%
CC(C)(Cc1ccc(O)cc1)NC(=O)c1ccccc1	-8%	2.9%	-3%	-3%	-9%	0%	-8%	2%	5%[57.1 µM]
COc1ccc(NC(=O)CSc2nc3ccccc3c(=O)n2CCCN2CCOCC2)c(OC)c1	-16%	-0.7%	3%	-5%	6%[57.1 µM]	-17%	-11%	-3%	8%[57.1 µM]
O=C(Nc1nnc(SCC(=O)N2CCCCC2)s1)c1cccs1	-11%	0.2%	6%	-15%	-10%	-15%	-35%	2%	-16%
CC(C)c1ccc(NC(=O)C2C3C=CC4(O3)C2C(=O)N(CCCN2CCCCC2)C4C(=O)NC2CCCCC2)cc1 (stereo not given)	2%	-1.1%	-7%	-10%	5%[57.1 µM]	-1%	5%	1%	17%[57.1 µM]
Nc1nc2n(n1)C(c1ccco1)CC(c1ccccc1)N2 (stereo not given)	-1%	-0.4%	0%	5%	-3%	-8%	14%	-17%	-6%
CCOc1ccc(NC(=O)c2sc3nc(N4CCOCC4)c4c(c3c2N)CC(C)(C)OC4)cc1	4%	u	6%	-2%	-2%	-3%	38%	-1%	25%
CN(CC(=O)NCCc1ccccc1)S(=O)(=O)c1cccs1	0%	1.8%	6%	-23%	7%	-1%	-8%	0%	20%[57.1 µM]
COc1cccc(N2CC(O)=C(c3nc4ccccc4c(=O)[nH]3)C2=N)c1	-22%	5.1%	2%	u	74%[activator]	x	4%	u	14%
Cc1onc(-c2ccccc2)c1C(=O)N1CCN(C(=O)c2ccco2)CC1	1%	0.5%	0%	3%	2%[57.1 µM]	9%	12%	0%	18%
Cn1c(SCc2cc(=O)c3cc(Cl)ccc3[nH]2)nnc1-c1ccccc1	-1%	5.6%	9%	-21%	-3%[57.1 µM]	-27%	-3%	3%	8%[57.1 µM]
CCc1nnc(NS(=O)(=O)c2ccc(NC(=O)COc3ccc4ccccc4c3)cc2)s1	3%	-1.9%	0%	-17%	1%[57.1 µM]	-4%	15%	8%	5%[57.1 µM]
COc1ccc2c(c1)c1c(c(=O)n(-c3cccc(C)c3)c(=O)n1CC(=O)NCC1CCCO1)n2C (stereo not given)	0%	2.2%	12%	-16%	130%[activator]	0%	38%	4%	80%[activator]
O=C(CSc1ncn[nH]1)OCN1C(=O)c2ccccc2C1=O	-1%	-0.5%	-3%	-4%	5%[57.1 µM]	u	22%	1%	-11%[57.1 µM]
CN(CC(=O)Nc1ccccc1Br)C(=O)c1ccccc1OCc1ccc(F)cc1	-4%	1.5%	-12%	-6%	-3%	13%	20%	0%	13%
CC(C)=C(NC(=O)c1ccccc1)C(=O)NCCc1nc2ccccc2[nH]1	-12%	0.5%	-1%	-19%	8%	1%	24%[11.4 µM]	1%	8%
O=C1c2ccccc2NC(c2cccc(O)c2)N1Cc1ccco1 (stereo not given)	-4%	4.7%	-10%	-5%	118%&59%[activator]	-4%	-2%&-27%	-3%&-15%	u
Cc1ncc(CSc2nnnn2-c2ccccc2)c(N)n1	-1%	0.0%	-3%	10%	5%	-1%	-29%	0%	-16%
COc1cc(Nc2c3c(nc4ccccc24)CCCC3)cc(OC)c1OC	-22%	0.4%	2%	-23%	3%	-5%	3%	4%	16%
Cn1nnnc1SCC(=O)NCc1ccc2c(c1)OCO2	-6%	-1.1%	15%	-14%	5%	14%	-2%	2%	10%

Sorted by heavy-atom count (lowest first): eight of the compounds above.
SMILES	Vif-A3F inh	RXFP1 agonist	IDH1 R132H inh	USP1 inh	TrxR1 substrate	ALOX12 inh	RGS4 inh	Vif-A3G inh	TrxR1 inh
Cc1ncc(CSc2nnnn2-c2ccccc2)c(N)n1	-1%	0.0%	-3%	10%	5%	-1%	-29%	0%	-16%
O=C(CSc1ncn[nH]1)OCN1C(=O)c2ccccc2C1=O	-1%	-0.5%	-3%	-4%	5%[57.1 µM]	u	22%	1%	-11%[57.1 µM]
O=C1c2ccccc2NC(c2cccc(O)c2)N1Cc1ccco1 (stereo not given)	-4%	4.7%	-10%	-5%	118%&59%[activator]	-4%	-2%&-27%	-3%&-15%	u
Cn1c(SCc2cc(=O)c3cc(Cl)ccc3[nH]2)nnc1-c1ccccc1	-1%	5.6%	9%	-21%	-3%[57.1 µM]	-27%	-3%	3%	8%[57.1 µM]
Cc1onc(-c2ccccc2)c1C(=O)N1CCN(C(=O)c2ccco2)CC1	1%	0.5%	0%	3%	2%[57.1 µM]	9%	12%	0%	18%
CN(CC(=O)Nc1ccccc1Br)C(=O)c1ccccc1OCc1ccc(F)cc1	-4%	1.5%	-12%	-6%	-3%	13%	20%	0%	13%
CCc1nnc(NS(=O)(=O)c2ccc(NC(=O)COc3ccc4ccccc4c3)cc2)s1	3%	-1.9%	0%	-17%	1%[57.1 µM]	-4%	15%	8%	5%[57.1 µM]
COc1ccc2c(c1)c1c(c(=O)n(-c3cccc(C)c3)c(=O)n1CC(=O)NCC1CCCO1)n2C (stereo not given)	0%	2.2%	12%	-16%	130%[activator]	0%	38%	4%	80%[activator]

Bioassay records as filed in PubChem.
